# Screening results (PubChem BioAssay)
# HTR5A ag ctr – counter-screen for OPRM1-OPRD1 agonists: human HTR5A agonism | AID 504692 | 0.61% of 340,000 active | P47898 | HTR5A agonist assay, luminescence, cell-based | activation, % at 9.3 µM; in the data active = activation mostly above about 9.5%, no sharp cut-off; inactive = mostly below about 7.6%;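 also: 0% = cells with vehicle only and 100% = reference agonist; strong numbers were not always called active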
# Target sequence (P47898 whole entry, looked up): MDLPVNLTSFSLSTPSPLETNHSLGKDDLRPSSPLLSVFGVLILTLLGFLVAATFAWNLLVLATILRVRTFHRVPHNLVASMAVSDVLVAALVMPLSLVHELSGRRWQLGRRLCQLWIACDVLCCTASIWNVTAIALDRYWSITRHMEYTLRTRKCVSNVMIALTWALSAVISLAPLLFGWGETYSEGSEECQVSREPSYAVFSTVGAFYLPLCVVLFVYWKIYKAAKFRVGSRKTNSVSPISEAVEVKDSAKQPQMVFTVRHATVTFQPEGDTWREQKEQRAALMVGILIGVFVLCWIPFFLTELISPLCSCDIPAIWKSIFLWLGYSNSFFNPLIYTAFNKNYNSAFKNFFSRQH
# DAGLB inhibitor – diacylglycerol lipase beta (human) inhibition. HEK293T DAGLB membrane lysate, EnzChek fluorogenic substrate. inhibition, % at 5.17 µM. 0.059% of 340,000 active. AID 504411; in the data active = inhibition above about 34%;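 also: 0% = enzyme with vehicle and 100% = wells lacking enzyme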
# HTR5A inv ctr – HTR5A inverse agonism, opioid heterodimer counter-screen. 0.083% of 340,000 active. HTR5A cell line, luminescence. inhibition, % at 9.3 µM. AID 504634. P47898; in the data active = inhibition mostly above about 23%, no sharp cut-off; inactive = mostly below about 18%;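 also: 0% = cells with DMSO and 100% = no-cell wells with DMSO; some compounds called inactive have numbers as strong as hits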
# PKA-R1A activ – activators of PKA-R1A complex; PKA-R1A dissociation, Cy5-IP20 fluorescence polarization; scaled: DMSO 0%, 113 µM cGMP 100%; activation, % at 11.4 µM; 0.083% of 340,000 active; P00514+P68181;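 active = percent activation above the mean of all tested compounds plus 3 SD, cut at about 19% in these data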;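 also: higher means more PKAc released from R1A so a rise in polarization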
# MOR-DOR inv ag – inverse agonist of human OPRM1-OPRD1 heterodimerization; inhibition, % at 9.3 µM; 0.21% of 340,000 active; AID 504357; P35372+P41143; cell-based MOR-DOR heterodimer luminescence, inverse agonism; in the data active = inhibition above about 22%, passing the limit was not always enough;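 also: 0% = cells with DMSO and 100% = wells without cells with DMSO; values of inactives mirror those of a sister screen read the other way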
# DSG3 Ab inh – inhibitors of pemphigus antibody binding to human desmoglein-3; P32926; DSG3-coupled beads, scFv-anti-DSG3-GFP binding, flow cytometry; active compounds read low; binding (percent of control), % at 10 µM; 0.48% of 310,000 active;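 active = binding more than 3 SD below its plate's average and above zero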;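 also: hits lower antibody fragment binding to DSG3; some compounds called inactive have numbers as strong as hits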
# V-ATPase pHluor – alters yeast V-ATPase proton transport. response, % at 10 µM. 0.37% of 350,000 active. S. cerevisiae, pHLuorin cytosolic pH fluorescence; in the data active = response mostly above about 7.3%, no sharp cut-off; inactive = mostly below about 5.4%; also: actives read high; inactives centre near 0; some compounds called inactive have numbers as strong as hits; reference of the scale not given here
# PKA-R2B act – activators of human PKA-R2B complex; P22694+P31323; activation, % at 11.4 µM; 0.079% of 340,000 active; PKA-R2B holoenzyme dissociation, Cy5-IP20 fluorescence polarization; R2B truncated from residue 108, S112A mutant; 0% DMSO only, 100% 113 µM cGMP;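 active = activation above a cutoff set at the mean over all compounds plus 3 SD, cut at about 18% in these data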;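 also: higher means more holoenzyme dissociation and a rise in polarization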
# Target sequence (P31323 whole entry, looked up, other chains not shown, the tested form may be a part): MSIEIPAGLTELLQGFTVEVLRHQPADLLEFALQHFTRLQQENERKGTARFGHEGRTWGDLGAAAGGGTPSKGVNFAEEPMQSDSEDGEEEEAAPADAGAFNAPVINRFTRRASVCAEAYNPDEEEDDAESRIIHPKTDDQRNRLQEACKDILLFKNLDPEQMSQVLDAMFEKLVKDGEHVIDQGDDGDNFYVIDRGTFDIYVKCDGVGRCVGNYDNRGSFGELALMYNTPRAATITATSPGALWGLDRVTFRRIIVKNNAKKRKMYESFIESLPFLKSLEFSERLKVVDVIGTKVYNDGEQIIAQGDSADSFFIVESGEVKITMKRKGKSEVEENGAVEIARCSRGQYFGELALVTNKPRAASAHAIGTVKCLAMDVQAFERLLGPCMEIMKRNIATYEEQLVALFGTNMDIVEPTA
# Arrestin-AP2 inh – human beta-arrestin and AP2 interaction inhibition; FITC-arrestin peptide / GST-AP2 beads, flow cytometry; AP2 beta2 appendage carries R879A mutation; inhibition, % at 10 µM; 0.31% of 340,000 active; AID 504490;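 active = inhibition above a set limit, near 3 SD of compounds lacking own fluorescence, cut at about 54% in these data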;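 also: plate controls were DMSO wells for no effect and 5 µM unlabelled arrestin peptide for full effect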
#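 System: GST-AP2 R879A glutathione beads. Medium: PBS with 0.05% Tween 20 and 0.1% BSA. Also added: FITC-arrestin peptide, 50 nM. Incubation: 12 min plus 1 h, RT. Measured by: high-throughput flow cytometry of beads, ex 488, em 535 nm. Evaluation: percent drop in bead-associated FITC signal.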
# OPRM1-OPRD1 ag – OPRM1-OPRD1 heterodimerization agonism | P35372+P41143 | cells, luminescence | activation, % at 9.3 µM | 0.3% of 340,000 active; in the data active = activation above about 18%;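 also: 0% = vehicle-treated cells and 100% = reference agonist; values of inactives mirror those of a sister screen read the other way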
# * = called active by the depositor; . = not tested or not shown.
# Second line of a record: HTR5A ag ctr, DAGLB inhibitor, HTR5A inv ctr, PKA-R1A activ, MOR-DOR inv ag, DSG3 Ab inh, V-ATPase pHluor, PKA-R2B act, Arrestin-AP2 inh, OPRM1-OPRD1 ag
> O=C(Nc1ccccc1)NC1CCN(Cc2nnnn2C2CCCCC2)CC1
→ -1.4, 0.6, -5.2, -5.4, 22.9, 99.8, -0.1, 2.4, -4.4, -4.7
> Cn1c(NC(=O)c2ccccc2C(F)(F)F)cc(=O)n(C)c1=O
→ 6.4, -2.5, -17.8, 2.1, 4.8, 112.0, 2.2, -6.0, -0.3, -0.9
> COc1ccc(C2CN=NC23CCc2ccccc2C3=O)cc1 (configuration not stated)
→ 5.0, -1.1, -13.0, 5.1, -12.1, ., -1.4, -2.3, -0.7, 2.5
> COc1ccc(-c2cc(-c3cccs3)nc3sc(C#N)c(N)c23)cc1
→ -1.2, 2.2, 3.9, -0.7, -13.0, 85.9, -3.8, 4.5, ., 2.1
> CC(C)(C)OC(=O)N1CCN(C(=O)c2[nH]cnc2C(=O)Nc2ccc(Cl)cc2)CC1
→ -1.3, -2.5, -8.6, 7.9, 3.6, 102.5, 0.4, -4.2, -0.6, -0.7
> Cc1ccc(CN2C(=O)CCC2C(=O)NCCc2ccccc2)cc1 (configuration not stated)
→ -0.5, -2.0, 1.8, 7.5, 4.9, 94.7, -0.5, 0.9, -1.7, -1.1
> CCC(=O)N1CCc2cc(OC)c(OC)cc2C1COc1ccc(C(=O)OC)cc1 (configuration not stated)
→ 3.1, -3.9, 8.2, -8.9, 17.2, 102.1, -3.9, -4.8, -0.5, -3.2
> Cc1ccc(C)c2c1cc(C)c1nnc(SCC(=O)Nc3nc4c(s3)CCCC4)n12
→ -0.8, 5.9, -0.8, -14.6, -3.5, 97.1, -0.8, -7.0, 8.8, 0.8
> Cc1ccc(S(=O)(=O)N2CCC(C(=O)O)CC2)cc1
→ 0.8, -0.1, -2.3, 8.8, 12.8, 97.9, -1.8, 1.8, 11.9, -2.3
> CC1CCCCN1CCCNC(=O)c1cc(Br)c(Br)[nH]1 (configuration not stated)
→ -2.1, 0.7, 14.3, -0.7, 3.2, 122.4, 2.1, -2.7, -0.4, -0.6
> CCCc1nnc(NC(=O)Nc2ccccc2OC)s1
→ 2.5, -0.1, 23.9, -12.6, 14.6, 87.2, -5.8, 2.5, 19.6, -2.9
> O=C(COC(=O)/C=C/c1ccc2c(c1)OCO2)NCc1ccc(F)cc1
→ ., -2.8, ., -0.2, ., 97.6, 2.7, -7.2, ., .
> CC(NC(=O)Cn1cccc1C(=O)c1ccccc1)c1ccccc1 (configuration not stated)
→ 1.3, -4.0, 11.3, 2.7, 6.8, 104.0, 0.6, 4.5, -7.9, -1.3
> O=C(CCc1ccccc1)N[C@@H]1c2ccccc2CC[C@H]1OCc1ccccc1
→ 2.2, -9.9, -8.4, -9.2, -0.1, 107.4, 5.9, -11.0, 48.0, 0.2
> CN(C)CCCNc1nc(N)c([N+](=O)[O-])c(NCc2ccccc2)n1
→ 2.9, -2.2, -10.2, 0.9, 15.4, 115.3, 1.6, -4.5, 27.2, -3.3
> COc1ccc(C(=O)NC2CC2)cc1OC1CCN(Cc2ccc(F)cc2Cl)CC1
→ -3.2, -1.0, 7.7, 0.4, 6.9, 100.8, -3.0, 8.2, 1.6, -1.4
> COCCN(C(=O)COC(=O)c1ccc(C)o1)c1c(N)n(Cc2ccccc2)c(=O)[nH]c1=O
→ -2.6, -2.7, 6.5, -5.4, 10.8, 117.9, 2.9, -12.1, 20.2, -2.0
> CC(=O)c1sc(NC(=O)c2ccc(F)c(S(=O)(=O)N3CCOCC3)c2)nc1C
→ -2.1, -0.2, 5.3, -8.5, 17.6, 105.3, 2.5, -1.4, 2.6, -4.1
> O=C(CSc1ccccc1Cl)N1CCC(c2nc3ccccc3s2)CC1
→ -1.1, -3.7, 5.1, -8.4, 4.3, 117.3, 2.1, 0.3, -0.7, -0.9
> O=C(Nc1cccc(O)c1)C1CC(c2cccc(Br)c2)=NO1 (configuration not stated)
→ 7.6, -2.2, 7.7, 7.2, 10.9, 109.3, -0.7, -5.3, 4.7, -2.0
> CCN(CC(=O)NCc1cccs1)C(=O)CCC(=O)c1ccc(C)cc1
→ 3.9, -2.8, -9.6, -3.5, 10.0, 117.0, -3.0, 0.0, 29.8, -1.8
> COc1ccc(Cl)cc1NC(=O)c1cccnc1
→ 0.8, 0.0, -8.2, -2.4, 3.3, 94.5, -0.4, 1.2, 29.8, -0.6
> Cc1cc2cc(CN(CC3CCCO3)C(=S)Nc3ccccc3)c(=O)[nH]c2cc1C (configuration not stated)
→ 1.6, -0.8, -3.0, -9.7, 1.5, 130.6, 3.0, -2.9, 2.6, -0.3
> COc1ccc(C(=O)Nc2nc(CC(=O)NCc3ccc(F)cc3)cs2)cc1
→ -0.5, 0.2, 19.1, -1.6, -3.3, 102.2, 1.1, -0.6, -5.1, 0.5
> CC(=O)NC1=NC(=O)CS1
→ -1.1, 0.2, -3.5, -2.9, -0.2, 106.1, -1.2, -6.2, -2.2, 0.0
> CC1Oc2ccccc2C=C1/C=N/NC(=O)c1ccccc1O (configuration not stated)
→ 1.4, 0.6, 1.2, 0.1, 3.4, 96.8, -2.4, -3.6, -2.5, -0.5
> O=C(CC(=O)NCCc1ccccc1)NCCc1ccccc1
→ 7.2, -0.8, -19.2, 5.5, 2.8, 106.6, 2.0, -1.4, -3.6, -0.5
> O=c1c2oc3ccccc3c2ncn1Cc1ccc(F)cc1
→ 0.3, -5.2, -0.9, -10.8, -2.4, 119.7, -3.0, -0.4, 4.8, 0.5
> N#C/C(=C\c1cccn1-c1ccccc1)C(=O)NC1CCCCC1
→ 0.0, -11.7, -16.2, -7.1, -0.1, 122.4, 0.2, -5.3, 1.1, 0.0
> O=C(Nc1cccc(S(=O)(=O)N2CCOCC2)c1)c1cc(=O)[nH]c2ccccc12
→ -3.8, -2.3, 9.4, -5.0, 1.3, 102.5, -1.4, 2.8, 20.2, -0.3
> COc1ccccc1NS(=O)(=O)c1cccc(NC(=O)Nc2ccccc2)c1
→ 6.1, 0.5, 14.1, -5.9, 3.4, 85.1, 3.6, -5.0, 14.3, -0.7
> NC(=O)[C@H]1CC2(CC(c3cccc(NC(=O)COc4ccc(Cl)cc4)c3)=NO2)CN1C(=O)Cc1ccc([N+](=O)[O-])cc1 (some centres not stated)
→ 6.8, -2.9, -27.0, -1.1, -7.6, 92.8, -0.6, 3.8, 6.1, 1.4
> CCOC(=O)C1(Cc2cccc(F)c2)CCN(C2CCOCC2)CC1
→ -3.5, 1.2, 8.8, -5.9, 13.0, 84.2, 0.3, 11.2, 5.2, -2.0
> COc1ccccc1CNC(=O)COC(=O)c1ccc(C)s1
→ -1.2, -3.2, 3.1, 8.6, 3.7, 85.2, 2.4, -6.3, -3.0, -0.9
> CCOC(=O)CSc1nc(C)cc(=O)[nH]1
→ -1.4, 2.0, -21.0, 3.3, 3.9, 96.5, 4.2, -8.7, 8.5, -0.7
> CCOc1ccc(C(=O)OC(C)C(=O)N2CCN(Cc3ccccc3)CC2)cc1 (configuration not stated)
→ -3.8, -4.3, 13.6, -3.9, 13.0, 93.0, 2.8, 7.3, 4.6, -2.5
> CCOc1ccccc1NC(=O)COc1coc(CN2CCCc3ccccc32)cc1=O
→ 4.2, 1.9, -37.5, 4.0, -11.5, 108.6, -6.3, 4.7, 25.0, 1.8
> CCCCCCCNC(=O)CN1N=C(c2ccc(C)cc2)CCC1=O
→ 1.1, 4.5, -4.1, -2.9, -15.8, 98.3, -2.4, -3.2, -6.3, 3.2
> Cc1cc(C(=O)Nc2ccncc2)c(C)o1
→ 6.7, -4.6, -18.1, 6.9, -3.0, 118.6, -7.7, -3.2, -6.5, 0.6
> CC(C)Cn1c(-c2cc(Br)ccc2F)nc2c1c(=O)[nH]c(=O)n2CC(C)C
→ -4.2, 1.1, 11.1, -6.5, -40.9, ., -0.3, -0.9, 0.5, 5.4
> CCOC(=O)CNC(=O)c1cn(C)c(=O)c2cc(OC)c(OC)cc12
→ 4.0, 3.0, -4.9, 7.7, 17.8, ., 1.4, -6.0, 3.8, -3.4
> CC(=O)c1c(C)[nH]c(C(=O)OCc2cc(=O)n3cc(Br)ccc3n2)c1C
→ -5.5, 1.5, 13.5, 1.2, -1.7, ., -1.9, 6.1, 20.9, 0.4
> COc1cc2c(cc1OC)CN(Cc1cc(=O)oc3cc(C)c(C)cc13)CC2
→ -0.1, -0.3, -17.1, 7.0, 6.0, 132.5, 8.0, -3.9, -8.0, -1.1
> CSc1nc(N)nc(SCC(=O)Nc2cccc(F)c2)c1C#N
→ 9.0, 1.1, -23.6, 3.9, -26.8, 103.1, -0.5, -0.7, 20.9, 5.3
> c1ccc(-c2ccc(-c3ccccn3)s2)nc1
→ 1.8, -2.1, -54.1, -6.6, 12.2, 113.5, -1.5, 1.3, 11.0, -2.5
> Cc1cccc(CC(=O)NCCn2c(C)cc3ccccc32)c1
→ -0.7, -16.5, -11.6, 7.0, -8.0, 97.5, 2.7, -6.4, 0.1, 1.4
> CCc1ccc(NC(=O)Nc2ccc3c(c2)N(C)C(=O)CS3)cc1
→ 3.6, -3.3, -10.9, 3.7, -487.7, 107.7, -2.4, -8.0, 1.6, 96.3*
> Cc1ccc(CONC(=O)c2ccccc2)cc1
→ 1.8, -1.9, 5.5, -13.7, 6.1, 87.3, 3.6, -3.6, -6.6, -1.2
> Cc1ccc(C)c(NS(=O)(=O)c2ccc(OCC(=O)NCC3CCCO3)cc2)c1 (configuration not stated)
→ 2.9, 0.4, -7.8, -14.2, 20.0, 101.1, -0.5, -9.5, 32.8, -4.0
> CC(C)(C)OC(=O)N1CCC(c2cc(=O)n3[nH]cc(C(=O)Nc4ccc(F)c(Cl)c4)c3n2)CC1
→ 0.2, -2.0, -0.6, -3.5, 18.9, 99.4, 1.7, -7.9, 18.7, -3.6
> Cc1cc(SCC(N)=O)nc(SCC(=O)c2ccccc2)n1
→ 0.3, -1.4, -0.8, -1.7, 2.3, ., -0.5, -9.4, -0.4, -0.4
> O=C(c1ccncc1)N1c2ccccc2Sc2ccccc21
→ 2.5, 0.2, -7.1, 4.9, 1.1, 98.2, 9.4, 2.0, 8.9, -0.2
> Cc1nnc(SCc2cccc(Cl)c2)n(N)c1=O
→ -2.1, -2.2, 5.2, 1.0, 8.4, 114.2, -4.6, 0.9, -13.9, -1.8
> Nc1nc2n(n1)C(=O)CC(c1ccccc1[N+](=O)[O-])N2 (configuration not stated)
→ 2.2, 1.2, -23.2, -1.1, 3.2, 99.7, -1.2, 5.9, -2.7, -0.6
> O=C1CCC(=O)N1CN(C(=O)c1ccco1)c1ccc(Cl)c(Cl)c1
→ 0.2, -0.8, 0.6, -5.6, 6.3, 108.7, -0.8, -7.7, 26.1, -1.1
> COC(=O)[C@H]1C[C@@H]1[C@H](N)c1ccccc1
→ -2.6, -0.9, 7.7, 5.5, 19.9, 98.5, -0.9, -2.3, 4.2, -3.4
> O=C(Cc1cccs1)Nc1nnc(SCc2ccc(C(F)(F)F)cc2)s1
→ 1.0, 2.2, -2.7, -1.7, -25.2, 101.6, -0.4, 2.4, 32.8, 5.0
> O=C(CNc1ccccc1)c1ccc([N+](=O)[O-])cc1
→ 1.2, 1.4, -3.3, 5.5, -32.4, 95.6, 0.1, 5.5, 9.1, 5.4
